# Screening results deposited in PubChem by National Center for Advancing Translational Sciences (NCATS).
# HEK293 viab – GF-AFC viability counterscreen for inhibitors of alpha-synuclein gene (SNCA) expression | HEK-293-SNCA-luc viability, GF-AFC fluorescence, 24 h | Potency, µM (top dose mostly 57.1 µM), without a hit: top-dose activity change, negative = cytotoxicity, usual class: cytotoxic | 150,000 tested, 0.12% active;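 note: potency is the fitted concentration of half-maximal effect; 0% = DMSO-treated cells and -100% = medium-only wells without cells; nearly all actives have a fitted effect of over 30% in size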
#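 HEK-293-SNCA-luc cells (1500/well) plated 24 h, then exposed 24 h to a dilution series; GF-AFC added 30 min at 37C, fluorescence 405/540 nm; normalised to medium-only and DMSO wells, Hill fit.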
# IP6K1 inhibitor – Primary qHTS assay for small molecule inhibitors of Inositol hexaphosphate kinase 1 (IP6K1); IP6K1 kinase, ADP-Glo luminescence, 2 h; stronger effect = lower value; activity change, % (series mostly up to about 58 µM); 140,000 tested, 0.81% active; in the data active = activity change below about -25%
# Target sequence (Q92551 whole entry, looked up): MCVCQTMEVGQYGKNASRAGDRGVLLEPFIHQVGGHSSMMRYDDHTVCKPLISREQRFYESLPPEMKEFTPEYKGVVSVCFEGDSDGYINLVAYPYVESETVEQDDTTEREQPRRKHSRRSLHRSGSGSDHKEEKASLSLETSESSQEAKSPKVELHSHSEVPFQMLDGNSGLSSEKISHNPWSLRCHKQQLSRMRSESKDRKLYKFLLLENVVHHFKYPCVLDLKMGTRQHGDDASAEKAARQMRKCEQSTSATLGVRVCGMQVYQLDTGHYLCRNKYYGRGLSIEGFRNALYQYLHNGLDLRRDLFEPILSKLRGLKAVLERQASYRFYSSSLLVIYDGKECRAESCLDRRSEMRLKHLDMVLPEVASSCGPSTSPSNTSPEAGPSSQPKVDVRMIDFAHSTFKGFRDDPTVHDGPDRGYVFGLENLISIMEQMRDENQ
#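 ADP-Glo luminescence measures ADP made by human IP6K1 during a 2 h RT reaction with ATP/IP6 (mix at 1.3 mM/130 uM); top library doses 57.5 and 19.1 uM final.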
# SNCA expr inhib – Primary qHTS assay for inhibitors of alpha-synuclein gene (SNCA) expression | HEK-293 SNCA-luciferase knock-in, luminescence, 24 h | Potency, µM (doses to about 57.2 µM), for the others: at the highest dose activity change, negative = inhibition, hits mostly inhibitors | 140,000 tested, 0.17% active | AID 1671194, 2021;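 note: potency is the fitted concentration of half-maximal effect; plate controls were DMSO cells for no effect and cell-free wells for full effect; nearly all actives have a fitted effect of over 45% in size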
# NIH3T3 tox – Cytotoxic Profiling in NIH 3T3 Cell Line of Diverse Libraries Using Quantitative High-Throughput Screening | 94,000 tested, 4.3% active | Potency, µM (series often up to 96.7 µM), inactives show at the top dose activity change, negative = cytotoxicity, actives largely listed as inhibitors | NIH 3T3 viability, CellTiter-Glo ATP luminescence, 48-72 h | AID 1345082, 2018; note: potency is the fitted concentration of half-maximal effect; nearly all actives have a fitted effect of over 55% in size
#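 ATP-dependent luminescence (CellTiter-Glo) served as the viability signal for NIH 3T3 cells treated with compound for 48 or 72 hr at 37 °C.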
# HEK cytotox – Cytotoxic Profiling in HEK 293 Cell Line of Diverse Libraries Using Quantitative High-Throughput Screening; AID 1345083, 2018; HEK 293 viability, ATP luminescence (CellTiter-Glo), 48-72 h; Potency, µM (top dose mostly 115 µM), without a hit: at the top dose activity change, negative = cytotoxicity, actives largely listed as inhibitors; 94,000 tested, 6.6% active; note: potency is the fitted concentration of half-maximal effect; nearly all actives have a fitted effect of over 60% in size
#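 Pintool-delivered compounds were incubated with HEK 293 cells (250 cells/well) at 37 degree Celsius for 48 or 72 hr. ATP-dependent luminescence (CellTiter-Glo) then reported remaining viable cells.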
# GPT2 inh – Primary qHTS assay for inhibitors of Glutamate pyruvate transaminase 2 (GPT2). Alanine aminotransferase 2 (Homo sapiens), Q8TD30. Recombinant GPT2, coupled pyruvate oxidase/HRP Amplex Red fluorescence. Potency, µM (doses to about 57.7 µM), for inactives: top-dose activity change, negative = inhibition, usual class: inhibitors. 100,000 tested, 0.25% active. AID 1671188, 2021; note: potency is the fitted concentration of half-maximal effect; nearly all actives have a fitted effect of over 60% in size; many of its hits are not listed in these tables
#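 Recombinant GPT2 (10ng/uL) with 250uM a-KG and 2mM L-alanine, 30 min at room temperature, in HEPES pH 7.5 buffer. Pyruvate detected by pyruvate oxidase/HRP/Amplex Red fluorescence after 30 min in the dark; AOA (50uM) as positive control.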
# FLuc inh – Firefly luciferase inhibition profiling of diverse chemical library using quantitative high-throughput screening. Luciferin 4-monooxygenase (Photinus pyralis), P08659. purified P. pyralis luciferase, luminescence, biochemical. Potency, µM (series often up to 115 µM), for the others: top-dose activity change, negative = inhibition, actives largely listed as inhibitors. 76,000 tested, 2.5% active; note: potency is the fitted concentration of half-maximal effect; nearly all actives have a fitted effect of over 65% in size
# Target sequence (P08659 whole entry, looked up): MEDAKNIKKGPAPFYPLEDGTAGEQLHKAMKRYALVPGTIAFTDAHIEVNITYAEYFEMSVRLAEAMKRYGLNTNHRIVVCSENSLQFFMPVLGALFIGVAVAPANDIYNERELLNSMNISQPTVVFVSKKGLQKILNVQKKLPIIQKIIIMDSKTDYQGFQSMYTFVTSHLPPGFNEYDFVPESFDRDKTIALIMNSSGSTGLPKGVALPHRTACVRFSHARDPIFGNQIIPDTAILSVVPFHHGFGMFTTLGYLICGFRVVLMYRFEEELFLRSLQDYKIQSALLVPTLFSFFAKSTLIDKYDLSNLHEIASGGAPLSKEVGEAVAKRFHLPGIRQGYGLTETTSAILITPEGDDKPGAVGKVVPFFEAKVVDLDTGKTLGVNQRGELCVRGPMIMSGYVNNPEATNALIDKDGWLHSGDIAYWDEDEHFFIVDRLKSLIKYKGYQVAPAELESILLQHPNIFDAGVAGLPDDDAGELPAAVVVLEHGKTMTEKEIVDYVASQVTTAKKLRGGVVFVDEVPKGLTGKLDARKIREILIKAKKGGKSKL
#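 Luminescence read by CCD imager after adding enzyme (10nM final) to wells holding compound, titrated in qHTS. Substrates 10uM each D-luciferin and ATP; buffer 50mM Tris acetate pH 7.5, 10mM Mg acetate, Tween-20, BSA.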
# An asterisk follows results filed as active; i = inactive; ? = inconclusive; . = not tested or not shown; & = joins results of further samples; [ ] = dose if it differs, or a comment. Unless noted, calls come from the whole dose curve; as a rule, active = well fitted curve in the direction sought with a large enough effect; inconclusive = small, poorly fitted or top-dose-only effect, or another doubt; inactive = no such curve, though single readings can be large; an effect the other way counts as inactive or inconclusive. Unless noted, % is set by controls: 0 for no effect and ±100 for the full control effect. This is a subset; the hit share may differ from the screen's.
# Screens by letter: A = HEK293 viab; B = IP6K1 inhibitor; C = SNCA expr inhib; D = NIH3T3 tox; E = HEK cytotox; F = GPT2 inh; G = FLuc inh
COc1ccc(CCNC(=O)C2CCN(c3nc4ccccc4nc3C(F)(F)F)CC2)c(OC)c1
  A = 3%	B = -2	C = -15%	D = .	E = .	F = .	G = .

CCN1CCN(Cc2cc(C)cc(CN(C)Cc3ncc(C)[nH]3)c2C)CC1
  A = -6%	B = 1	C = 30%[activator]	D = -26%	E = ?	F = i	G = 40µM*

CCCCN1CCN(C(=O)c2cn3ccnc(-c4ccccc4)c3n2)CC1
  A = ?	B = 0	C = 17%	D = -12%	E = ?	F = i	G = 6%

Cn1ncc2c(C(=O)NCc3ccc(F)cc3)cc(-c3ccc([S+](C)(=O)[O-])cc3)nc21
  A = -13%&-8%	B = 6&-12	C = ?	D = -12%&-9%	E = ?	F = 0%&-20%	G = .

COc1ccc(C(=O)N2CCCC2c2nc(C3CCOCC3)no2)cn1 (stereo unspecified)
  A = ?	B = -10	C = -9%	D = -3%	E = 9%	F = -4%	G = 2%

Cc1cc(C)c(NC(=O)c2cc(CN3CCOCC3)on2)c(C)c1
  A = -6%	B = 18	C = -1%	D = .	E = .	F = .	G = .

CCCNC(=O)N1C[C@@H](Oc2cccnc2)C[C@H]1C(=O)N1CCOCC1
  A = -4%	B = 7	C = -1%	D = -4%	E = 3%	F = i	G = -2%

COc1cccc(OCC(=O)Nc2nnc3n2CCS3)c1
  A = 3%	B = 4	C = 19%	D = .	E = .	F = .	G = .

O=C(NC1CCCN(c2ccnc3ccnn23)C1)c1ccccc1 (stereo unspecified)
  A = -9%[87.6 µM]	B = 1	C = 14%[87.6 µM]	D = ?	E = ?	F = i	G = .

CC(C)CNC(=O)c1ccc2nnc(C3CC3)n2c1
  A = 3%[87.6 µM]	B = 5	C = 41%[activator][87.6 µM]	D = -10%[138 µM]	E = i	F = -4%[88.5 µM]	G = .

CN(C)C1CCN(c2nccc(C3(c4ccccc4Cl)CCNCC3)n2)C1 (stereo unspecified)
  A = -27%	B = 3	C = 47%[activator]	D = ?	E = ?	F = -2%	G = 0%

O=C(c1ccc(F)cc1Cl)N1CCN(C(=O)c2nnn3c2COC(c2ccccc2)C3)CC1 (stereo unspecified)
  A = -19%	B = 0	C = -30%	D = -13%	E = ?	F = i	G = -6%

COc1ccccc1CNC(=O)C1CCN(Cc2nc(-c3ccc(OC)c(OC)c3)oc2C)CC1
  A = 12%	B = 11	C = 15%	D = .	E = .	F = .	G = .

CCCc1noc(-c2ccn3c(CNC(=O)Cc4cccc(OC)c4)nnc3c2)n1
  A = -7%	B = 9	C = 27%	D = -16%	E = -6%	F = ?	G = -4%

O=C(Cn1ccc2cc(S(=O)(=O)N3CCCC3)ccc21)NCc1ccccc1Cl
  A = 6%	B = -5	C = -6%	D = .	E = .	F = .	G = .

O=C(N1CCC2(CC1)CC(Cc1nc(-c3cccnc3)no1)CCO2)C1(c2ccccc2)CC1 (stereo unspecified)
  A = 3%	B = -6	C = -5%	D = -23%	E = ?	F = ?	G = 0%

CO[C@H]1C(=O)[C@]2(C)[C@@H](OC)C[C@H]3OC[C@@]3(OC(C)=O)[C@H]2[C@H](OC(=O)c2ccccc2)[C@]2(O)C[C@H](OC(=O)[C@H](O)[C@@H](NC(=O)OC(C)(C)C)c3ccccc3)C(C)=C1C2(C)C
  A = -18%	B = .	C = -22%	D = .	E = .	F = i	G = .

O=C(NCc1cccc(Cl)c1)c1nc2cccnc2n(C2CCCCC2)c1=O
  A = -3%[12.5 µM]	B = -10	C = 1%	D = ?	E = ?	F = i	G = .

COc1ccc(-c2ccccc2NC(=O)C2CCCN(Cc3cnc(SC)nc3)C2)cc1 (stereo unspecified)
  A = 3%	B = 23	C = -25%	D = i	E = 12%	F = -7%	G = -1%

Cc1ccc(-c2nocc2CCC(=O)NCc2cccc(Br)c2)cc1
  A = 12%	B = 19	C = -2%	D = ?	E = ?	F = -1%	G = -19%

# Compound profiles, as listed above:
# Entry for CC(C)CNC(=O)c1ccc2nnc(C3CC3)n2c1 : HEK293 viab = 3%[87.6 µM]; IP6K1 inhibitor = 5; SNCA expr inhib = 41%[activator][87.6 µM]; NIH3T3 tox = -10%[138 µM]; HEK cytotox = i; GPT2 inh = -4%[88.5 µM]; FLuc inh = .
# Entry for CCCc1noc(-c2ccn3c(CNC(=O)Cc4cccc(OC)c4)nnc3c2)n1 : HEK293 viab = -7%; IP6K1 inhibitor = 9; SNCA expr inhib = 27%; NIH3T3 tox = -16%; HEK cytotox = -6%; GPT2 inh = ?; FLuc inh = -4%

# Continued.
# Screens by letter: A = HEK293 viab; B = IP6K1 inhibitor; C = SNCA expr inhib; D = NIH3T3 tox; E = HEK cytotox; F = GPT2 inh; G = FLuc inh
CCNC(=O)O[C@@H]1CO[C@H]2[C@@H]1OC[C@@H]2NCc1ccccc1
  A = 1%[87.6 µM]	B = -4	C = -6%[87.6 µM]	D = -19%[174 µM]	E = -10%[172 µM]	F = 3%[88.5 µM]	G = -12%[172 µM]

NC(=O)C1CCN([C@H]2[C@@H]3OC[C@@H](O3)[C@@H](N)[C@@H]2O)CC1
  A = 5%[87.6 µM]	B = 12	C = 19%[87.6 µM]	D = -1%[230 µM]	E = 4%[230 µM]	F = -6%[88.5 µM]	G = -3%[230 µM]

NC(=O)CNC(=O)[C@@]1(O)C[C@@H](O)[C@H](O)[C@@H](NS(=O)(=O)c2cccc(C(F)(F)F)c2)C1
  A = -2%	B = 7	C = -25%	D = -11%	E = -4%	F = -8%	G = 1%

CN1CC(=O)N(C2CCNC2)Cc2c1ncnc2N1CCC(N2CCCC2)CC1 (stereo unspecified)
  A = 4%	B = -17	C = -14%	D = i	E = 1%	F = i	G = .

O=C1[C@@H]2C[C@@H](CN2Cc2ccnc3ccccc23)Oc2ccccc2N1CC1CC1
  A = -5%[87.6 µM]	B = -7	C = -16%[87.6 µM]	D = ?	E = ?	F = i	G = -18%[172 µM]

O=C(CCC1CCN(S(=O)(=O)c2cccc(F)c2)CC1)NC1CC1
  A = 0%	B = 36	C = 2%	D = ?	E = 13%	F = i	G = 13%

CCOc1ccc(C(=O)N2CCC3(CCCNC3=O)C2)cc1Cl (stereo unspecified)
  A = -1%	B = 8	C = 33%[activator]	D = i	E = 4%	F = i	G = 5%

O=C(NCCCN1CCCC1)c1cn2ccnc(-c3ccccc3)c2n1
  A = 3%	B = 19	C = -2%	D = i	E = -3%	F = -8%	G = -1%

Cc1ccc(-c2cc(C(=O)NCc3cccc(Cl)c3)c3cnn(C)c3n2)cc1
  A = 10%	B = 5	C = -7%	D = -24%	E = 3%	F = i	G = .

Cc1cnc(CC2CCNC2)n1Cc1ccccc1 (stereo unspecified)
  A = 5%	B = 16	C = -11%	D = -12%	E = -13%	F = -17%	G = -5%

# As a working copy, some entries already given:
# Screens by letter: A = HEK293 viab; B = IP6K1 inhibitor; C = SNCA expr inhib; D = NIH3T3 tox; E = HEK cytotox; F = GPT2 inh; G = FLuc inh
Cc1ccc(-c2cc(C(=O)NCc3cccc(Cl)c3)c3cnn(C)c3n2)cc1
  A = 10%	B = 5	C = -7%	D = -24%	E = 3%	F = i	G = .

Cc1cnc(CC2CCNC2)n1Cc1ccccc1 (stereo unspecified)
  A = 5%	B = 16	C = -11%	D = -12%	E = -13%	F = -17%	G = -5%

# Next section
# Screens by letter: A = HEK293 viab; B = IP6K1 inhibitor; C = SNCA expr inhib; D = NIH3T3 tox; E = HEK cytotox; F = GPT2 inh; G = FLuc inh
COc1ccc(OC)c(NC(=O)C2CN(S(=O)(=O)C3CC3)CC23CCCCC3)c1 (stereo unspecified)
  A = -6%	B = 28	C = -29%	D = -29%	E = ?	F = ?	G = 2%

Cc1cccc(C(=O)N2CCCC(Cc3ncc(C)n3Cc3ccccc3)C2)c1 (stereo unspecified)
  A = -15%	B = -8	C = ?	D = -12%	E = ?	F = 0%	G = -1%

COC[C@@H]1CN(S(=O)(=O)c2cccc(F)c2)C[C@H]1c1ccccn1
  A = 1%	B = 0	C = 13%	D = -3%	E = -15%	F = i	G = -4%

Cc1cccc(OCC(=O)c2ccc3c(c2)N(CC(=O)Nc2ccccc2)C(=O)CO3)c1
  A = ?	B = -7	C = -19%	D = -24%	E = ?	F = i	G = -17%

O=C(C1CCCN1C(=O)NC1CCCC1)N1CCC(N2Cc3ccccc3C2=O)CC1 (stereo unspecified)
  A = 1%	B = -9	C = 7%	D = -11%	E = 2%	F = i	G = .

CCOc1ccc(NC(=O)C(C)Sc2nnc3cc(C)c4ccccc4n23)cc1 (stereo unspecified)
  A = 6%	B = -10	C = 27%	D = .	E = .	F = .	G = .

O=C(CCn1cncn1)N1CCc2ncnc(N3CC=CC3)c2CC1
  A = -10%	B = 2	C = -18%	D = -16%	E = -23%	F = i	G = 4%

COc1ccc(CN2CC3(CCN(S(=O)(=O)c4ccccc4Cl)CC3)C2=O)cc1
  A = -14%	B = 11	C = -19%	D = ?	E = ?	F = i	G = 0%

CN(C)c1ccc(CN2CCC23Cc2ccccc2NC3=O)cc1 (stereo unspecified)
  A = 6%[87.6 µM]	B = -8	C = 9%[87.6 µM]	D = -21%[138 µM]	E = -17%[172 µM]	F = -5%[88.5 µM]	G = -9%[172 µM]

COc1cccc(N2CC(NC(=O)/C=C\c3ccccc3)CC2=O)c1 (stereo unspecified)
  A = -9%	B = 9	C = -11%	D = .	E = .	F = .	G = .

O=C(CC1CCOCC1)N1CCC(Cc2ccccc2)CC1
  A = 12%[12.5 µM]	B = 5	C = 1%	D = -7%	E = ?	F = i	G = -6%

CC1=NS(=O)(=O)N(C)C=C1C(=O)OCc1nc(-c2ccc(C)cc2)no1
  A = -7%	B = 14	C = -14%	D = -28%	E = ?	F = 2%	G = -12%

COc1cccc(OCCSc2nc3ccccc3n2CC(=O)N2CCOCC2)c1
  A = ?	B = 18	C = -6%	D = .	E = .	F = .	G = .

O=C(Cn1nc2n(c1=O)CCCCC2)N1CCN(c2ccc(F)cc2)CC1
  A = -4%	B = -4	C = -21%	D = -9%	E = 9%	F = i	G = 4%

CCc1ncc(-c2ccccc2)[nH]1
  A = -10%[87.6 µM]	B = -9	C = 83%[activator][87.6 µM]	D = -19%[174 µM]	E = -13%[230 µM]	F = 5%[88.5 µM]	G = .

COc1ccccc1C(=O)Nc1ccccc1OCc1cc(=O)n2cc(C)sc2n1
  A = -2%	B = -1	C = -6%	D = .	E = .	F = .	G = .

COc1ccc(S(=O)(=O)NCc2ccc3c(c2)CCN3C(C)=O)cc1OC
  A = 0%	B = 5	C = 5%	D = .	E = .	F = .	G = .
